Assay outcomes as filed in PubChem BioAssay.
CF NFkB inh: inhibitors of cystic fibrosis induced NF-kB | KKLEB NF-kB-GFP reporter, PAF-induced, GFP fluorescence overnight | inhibition, % at 5 µM | hit rate 0.86% among 360,000 | AID 588850;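 active = at least 50% inhibition at 5 µM, scaled per plate between neutral and stimulator controls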;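 note: PAF is a Pseudomonas aeruginosa culture filtrate used as stimulus; plate controls were PAF-stimulated DMSO wells for no effect and unstimulated DMSO wells for full effect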
NR5A2 inv ag: suppresses constitutive activity of human LRH-1. O00482. HEK293T StAR-luciferase reporter, LRH-1 transfected, 24 h. inhibition, % at 3.6 µM. hit rate 0.13% among 360,000;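 active = inhibition above the mean inhibition of all tested compounds plus 3 SD, cut at about 73% in these data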;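 note: 0% = DMSO wells and 100% = reporter-only cells lacking LRH-1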
Target sequence (O00482 whole entry, looked up): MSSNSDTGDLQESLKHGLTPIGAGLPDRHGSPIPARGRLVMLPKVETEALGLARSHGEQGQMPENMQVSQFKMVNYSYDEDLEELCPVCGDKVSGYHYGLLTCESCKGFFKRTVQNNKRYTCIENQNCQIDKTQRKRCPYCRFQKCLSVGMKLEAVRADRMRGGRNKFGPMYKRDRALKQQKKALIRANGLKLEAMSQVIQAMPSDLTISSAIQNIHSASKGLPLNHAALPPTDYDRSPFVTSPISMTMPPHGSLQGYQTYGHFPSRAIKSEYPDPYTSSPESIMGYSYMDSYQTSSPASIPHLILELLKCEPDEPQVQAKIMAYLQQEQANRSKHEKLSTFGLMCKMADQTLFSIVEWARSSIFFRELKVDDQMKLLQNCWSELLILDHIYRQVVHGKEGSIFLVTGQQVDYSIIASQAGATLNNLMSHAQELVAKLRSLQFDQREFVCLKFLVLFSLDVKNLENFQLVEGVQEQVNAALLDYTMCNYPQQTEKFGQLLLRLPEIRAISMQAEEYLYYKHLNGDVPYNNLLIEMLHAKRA
NCOA3 inh: inhibitors of human steroid receptor coactivator 3 (SRC3) | Q9Y6Q9 | HEK293 GAL4-SRC3 luciferase reporter, luminescence | inhibition, % at 3.6 µM | hit rate 0.17% among 360,000;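 active = inhibition above a per-campaign cutoff, the mean of all compounds plus 3 SD, cut at about 60% in these data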;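 note: 0% = DMSO-treated cells and 100% = gossypol-treated cells at 36 µM; higher means less SRC3-driven luciferase light from the GAL4 reporter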
TRAIL sens C8: caspase-8 TRAIL sensitization. NB7+C8 cells + TRAIL, ATPlite viability luminescence. inhibition (viability loss, TRAIL sensitization), % at 10 µM. hit rate 1% among 360,000;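 active = compounds causing at least 50% loss of cell viability in the single-dose screen, relative to plate controls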
Shn3 inh set2: inhibitors of Schnurri-3 3'UTR reporter in osteoblasts. hit rate 0.52% among 360,000. Clone20 osteoblast Shn3 3'UTR firefly luciferase, 24 h. AID 588674. inhibition, % at 12.5 µM;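 active = mean inhibition of at least 75% with every replicate also reaching 75%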;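 note: 0% = median of neutral control wells and 100% = pilot-screen positive control compound; some compounds past the cut are filed as inactive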
LMP1 NFkB inh: Epstein-Barr LMP1 NF-kappaB reporter inhibition | AID 504558 | inhibition, % at 12.5 µM | hit rate 0.69% among 350,000 | LMP1-induced NF-kappaB luciferase reporter cells, luminescence; in the data active = inhibition above about 41%;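 note: 0% = neutral control wells and 100% = reference inhibitor control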
COUP-TFII inh: NR2F2 (human) inhibition, primary screen. HEK293T NGFI-A luciferase reporter, luminescence. P24468. hit rate 0.7% among 370,000. inhibition, % at 8.6 µM;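 active = inhibition above a per-plate cutoff, mean inhibition of test wells between control levels plus 3 SD, cut at about 38% in these data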;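 note: cells cotransfected with COUP-TFII expression vector driving the NGFI-A reporter; 0% = median of COUP-TF2 test wells and 100% = reporter-only cells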
Target sequence (P24468 whole entry, looked up): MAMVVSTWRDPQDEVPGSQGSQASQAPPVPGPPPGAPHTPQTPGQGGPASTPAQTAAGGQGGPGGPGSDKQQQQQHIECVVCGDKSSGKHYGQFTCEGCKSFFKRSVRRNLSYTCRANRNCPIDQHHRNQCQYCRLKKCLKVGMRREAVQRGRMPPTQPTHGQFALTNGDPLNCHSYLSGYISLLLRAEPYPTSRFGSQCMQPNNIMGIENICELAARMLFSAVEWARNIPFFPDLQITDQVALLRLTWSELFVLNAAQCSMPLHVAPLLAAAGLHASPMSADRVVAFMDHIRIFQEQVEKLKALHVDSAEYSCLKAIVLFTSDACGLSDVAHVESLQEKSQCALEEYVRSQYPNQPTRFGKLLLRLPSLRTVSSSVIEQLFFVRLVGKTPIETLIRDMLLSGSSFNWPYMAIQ
KKLEB cytotox: counter-screen for CF NF-kB inhibitors: cytotoxicity; KKLEB CF airway cells viability, ATPlite luminescence, overnight; hits give low values; cells stimulated with P. aeruginosa culture filtrate; AID 602141; hit rate 0.36% among 360,000; activity change (cytotoxicity), % at 5 µM;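 active = corrected activity change at or below -50% at 5 µM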
NCOA1 inh: human NCOA1 inhibition; Q15788; HEK293 GAL4-SRC1 luciferase reporter, luminescence; inhibition, % at 3.6 µM; hit rate 0.12% among 360,000;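 active = inhibition above the campaign mean plus 3 SD, with each screening campaign given its own cutoff, cut at about 60% in these data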;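 note: 0% = DMSO treated cells and 100% = gossypol at 36 µM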
TROY NFkB inh: inhibitors of TROY-dependent NF-kB signaling | hit rate 0.98% among 360,000 | inhibition, % at 10 µM | AID 1347056 | Q293 LMP1-TROYcd NF-kB luciferase reporter, 4 h;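 active = compounds whose plate-normalised and pattern-corrected inhibition of the luciferase reporter signal at the single screening dose is 50% or more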
TWEAK Fn14 block: inhibitors of TWEAK-Fn14 interaction signaling. TWEAK-stimulated Fn14 reporter cells, luciferase luminescence, 8 h. inhibition, % at 10 µM. AID 1159606. hit rate 2% among 360,000; in the data active = inhibition above about 50%
The depositor's hits bear a star. An excerpt. The share of hits here may be higher or lower than overall.

Screening Cc1ccc2[nH]cc(C(=O)CN3CCN(C)CC3)c2c1 returned CF NFkB inh -1.3, NR5A2 inv ag -0.5, NCOA3 inh 11.4, TRAIL sens C8 14.2, Shn3 inh set2 -5.8, LMP1 NFkB inh -25.6, COUP-TFII inh 4.6, KKLEB cytotox 3.1, NCOA1 inh -22.2, TROY NFkB inh -8.6 and TWEAK Fn14 block -20.5.
`CC(=O)c1ccc(S(=O)(=O)Nc2ccc(-c3ccc4nncn4n3)cc2)cc1` gave CF NFkB inh -5.3, NR5A2 inv ag -2.8, NCOA3 inh 0.3, TRAIL sens C8 2.3, Shn3 inh set2 5.9, LMP1 NFkB inh -1.0, COUP-TFII inh -22.1, KKLEB cytotox 9.9, NCOA1 inh -12.4, TROY NFkB inh 2.3 and TWEAK Fn14 block 11.6.
Cc1cccc(-c2csc(NC(=O)c3cnccn3)c2C(=O)OC(C)C)c1 was read as CF NFkB inh -7.9, NR5A2 inv ag 1.3, NCOA3 inh 4.8, TRAIL sens C8 15.5, Shn3 inh set2 5.6, LMP1 NFkB inh 4.2, COUP-TFII inh 9.8, KKLEB cytotox -2.6, NCOA1 inh -3.2, TROY NFkB inh 3.8 and TWEAK Fn14 block 14.3.
COc1ccc(NC(=O)C(NCC(C)C)c2ccccc2)cc1Cl (stereo unspecified) was read as CF NFkB inh -14.0, NR5A2 inv ag -3.2, NCOA3 inh -0.9, TRAIL sens C8 3.9, Shn3 inh set2 -5.3, LMP1 NFkB inh 3.8, COUP-TFII inh -5.4, KKLEB cytotox -10.1, NCOA1 inh -16.7, TROY NFkB inh -9.9 and TWEAK Fn14 block 23.8.
O=C(O)C1C2CCC(C2)C1C(=O)NCCc1ccc(F)cc1 (stereo unspecified) was read as CF NFkB inh 5.2, NR5A2 inv ag -14.1, NCOA3 inh 11.8, TRAIL sens C8 -2.3, Shn3 inh set2 -2.0, LMP1 NFkB inh -2.2, COUP-TFII inh 2.6, KKLEB cytotox -3.7, NCOA1 inh 6.8, TROY NFkB inh 6.7 and TWEAK Fn14 block -7.8.
For OC(c1ccc(Cl)cc1Cl)C(Cc1cccnc1)n1cncn1 (stereo unspecified) the results were CF NFkB inh 9.1, NR5A2 inv ag 7.1, NCOA3 inh 13.1, TRAIL sens C8 -18.2, Shn3 inh set2 -7.3, LMP1 NFkB inh 1.5, COUP-TFII inh -7.5, KKLEB cytotox -3.7, NCOA1 inh -17.4, TROY NFkB inh -11.2 and TWEAK Fn14 block -6.0.
For CC1(C)CC(=NO)CC(C)(C)N1 the results were CF NFkB inh -18.7, NR5A2 inv ag 0.9, NCOA3 inh 4.0, TRAIL sens C8 3.2, Shn3 inh set2 14.1, LMP1 NFkB inh -1.8, COUP-TFII inh 4.1, KKLEB cytotox 10.4, NCOA1 inh 7.0, TROY NFkB inh 7.9 and TWEAK Fn14 block -8.3.
`COc1cccc2c3c(c(C)nc12)CCN3c1ccccc1` gave CF NFkB inh -31.7, NR5A2 inv ag 14.2, NCOA3 inh 23.7, TRAIL sens C8 6.3, Shn3 inh set2 -5.9, LMP1 NFkB inh -8.1, COUP-TFII inh -22.1, KKLEB cytotox -8.6, NCOA1 inh 9.5, TROY NFkB inh -15.7 and TWEAK Fn14 block -10.0.
COc1ccc(OCCCCc2c(C)n[nH]c2C)cc1 was read as CF NFkB inh -1.5, NR5A2 inv ag 3.0, NCOA3 inh 15.2, TRAIL sens C8 -4.1, Shn3 inh set2 29.4, LMP1 NFkB inh 9.3, COUP-TFII inh -1.6, KKLEB cytotox 7.0, NCOA1 inh -6.4, TROY NFkB inh 4.6 and TWEAK Fn14 block 22.1.
For Cc1cccn2cc(-c3ccc(S(=O)(=O)N4CCOCC4)cc3)nc12 the results were CF NFkB inh -11.3, NR5A2 inv ag 1.0, NCOA3 inh 5.0, TRAIL sens C8 -1.9, Shn3 inh set2 12.7, LMP1 NFkB inh -5.1, COUP-TFII inh 7.3, KKLEB cytotox 11.1, NCOA1 inh -14.0, TROY NFkB inh -6.3 and TWEAK Fn14 block 11.5.
`O=C1C2C3C=CC(C3)C2C(=O)N1/N=C/c1cn(Cc2ccc(F)cc2)c2ccccc12` (stereo unspecified) gave CF NFkB inh 13.9, NR5A2 inv ag 26.3, NCOA3 inh 15.8, TRAIL sens C8 1.6, Shn3 inh set2 29.9, LMP1 NFkB inh 2.8, COUP-TFII inh 2.6, KKLEB cytotox -13.2, NCOA1 inh 16.9, TROY NFkB inh 0.6 and TWEAK Fn14 block 3.8.
`COC(=O)c1cc(Br)c(=O)n(-c2ccccc2OC)c1` gave CF NFkB inh -2.8, NR5A2 inv ag 3.9, NCOA3 inh -8.3, TRAIL sens C8 -1.0, Shn3 inh set2 -5.1, LMP1 NFkB inh -9.7, COUP-TFII inh -4.0, KKLEB cytotox 3.7, NCOA1 inh -9.4, TROY NFkB inh 8.4 and TWEAK Fn14 block 3.8.
`O=C(CNC(=O)c1ccccc1Br)N/N=C/c1ccco1` gave CF NFkB inh 6.9, NR5A2 inv ag 6.5, NCOA3 inh 4.0, TRAIL sens C8 -11.6, Shn3 inh set2 -21.1, LMP1 NFkB inh -5.7, COUP-TFII inh -11.2, KKLEB cytotox -6.2, NCOA1 inh 19.6, TROY NFkB inh -1.2 and TWEAK Fn14 block 18.0.
Screening O=C(Nc1ccc(NC(=O)c2ccco2)nc1)c1cccc(F)c1 returned CF NFkB inh 6.9, NR5A2 inv ag -174.7, NCOA3 inh -131.5, TRAIL sens C8 27.1, Shn3 inh set2 -63.7, LMP1 NFkB inh -21.1, COUP-TFII inh -20.6, KKLEB cytotox -1.1, NCOA1 inh -92.4, TROY NFkB inh -40.8 and TWEAK Fn14 block 16.3.
Screening COC(=O)c1cc(C)nc(N)c1C#N returned CF NFkB inh -1.1, NR5A2 inv ag -4.8, NCOA3 inh 15.7, TRAIL sens C8 -10.3, Shn3 inh set2 -37.9, LMP1 NFkB inh -22.0, COUP-TFII inh 18.2, KKLEB cytotox 3.5, NCOA1 inh 1.8, TROY NFkB inh -4.9 and TWEAK Fn14 block -5.7.
O=C(Cn1cc(C(F)(F)F)ccc1=O)NCc1ccc(F)cc1 was read as CF NFkB inh 0.2, NR5A2 inv ag -35.2, NCOA3 inh -41.4, TRAIL sens C8 -3.7, Shn3 inh set2 -17.5, LMP1 NFkB inh -9.3, COUP-TFII inh -13.9, KKLEB cytotox 5.5, NCOA1 inh -24.5, TROY NFkB inh -4.1 and TWEAK Fn14 block 32.1.
`CCCCOCCCN1CC(=O)N2[C@@H](Cc3c([nH]c4ccccc34)C2(C)C)C1=O` gave CF NFkB inh 21.2, NR5A2 inv ag 7.7, NCOA3 inh 0.3, TRAIL sens C8 21.2, Shn3 inh set2 16.2, LMP1 NFkB inh -12.3, COUP-TFII inh -8.0, KKLEB cytotox -8.6, NCOA1 inh 9.6, TROY NFkB inh 1.9 and TWEAK Fn14 block 6.4.
`CCc1nc2ccc(C(=O)NCc3ccc(OC)cc3)cn2c1N(CC)Cc1cccc(Br)c1` gave CF NFkB inh 21.8, NR5A2 inv ag -10.3, NCOA3 inh 0.6, TRAIL sens C8 0.7, Shn3 inh set2 8.4, COUP-TFII inh 13.9, KKLEB cytotox -11.3, NCOA1 inh 7.6, TROY NFkB inh 1.5 and TWEAK Fn14 block -7.0.
`CCN1CCN(c2ccc(S(=O)(=O)N3CCCCC3)cc2NC(=O)c2cccc(NC(C)=O)c2)CC1` gave CF NFkB inh -27.7, NR5A2 inv ag 14.7, NCOA3 inh 8.5, TRAIL sens C8 -6.2, Shn3 inh set2 -1.9, LMP1 NFkB inh 3.4, COUP-TFII inh -3.8, KKLEB cytotox 1.4, NCOA1 inh -12.8, TROY NFkB inh 6.3 and TWEAK Fn14 block -7.7.
`COC(=O)CC1C(=O)NCCN1C(=S)NC(=O)CCc1ccccc1` (stereo unspecified) gave CF NFkB inh -26.8, NR5A2 inv ag 13.0, NCOA3 inh 3.4, TRAIL sens C8 -0.4, Shn3 inh set2 -5.0, LMP1 NFkB inh -8.6, COUP-TFII inh 2.6, KKLEB cytotox 6.0, NCOA1 inh 2.9, TROY NFkB inh -8.8 and TWEAK Fn14 block -3.2.
Screening CC1(C)CC(N=C2C([N+](=O)[O-])=CC=C3C2=NC2(CCCCC2)N3O)CC(C)(C)N1 returned CF NFkB inh -18.9, NR5A2 inv ag -23.6, NCOA3 inh 14.8, TRAIL sens C8 -4.8, Shn3 inh set2 -2.0, LMP1 NFkB inh 1.0, COUP-TFII inh -18.3, KKLEB cytotox -3.5, NCOA1 inh -5.8, TROY NFkB inh -11.3 and TWEAK Fn14 block -9.3.
NC(=O)c1ccsc1NC(=O)CCc1ccccc1 was read as CF NFkB inh -37.1, NR5A2 inv ag -115.0, NCOA3 inh -66.2, TRAIL sens C8 7.8, Shn3 inh set2 -38.9, LMP1 NFkB inh -6.1, COUP-TFII inh -5.1, KKLEB cytotox 14.3, NCOA1 inh -36.7, TROY NFkB inh -52.1 and TWEAK Fn14 block 9.6.
Screening CCN(Cc1ccccc1)C(=O)CN1C(=O)NC2(CC(C)CC(C)(C)C2)C1=O (stereo unspecified) returned CF NFkB inh 7.3, NR5A2 inv ag -7.3, NCOA3 inh 0.9, TRAIL sens C8 -4.6, Shn3 inh set2 -12.0, LMP1 NFkB inh 10.3, COUP-TFII inh -2.4, KKLEB cytotox 1.0, NCOA1 inh -14.1, TROY NFkB inh 18.1 and TWEAK Fn14 block 25.6.
For CCNC(=O)O/N=C1\CCCCC1c1ccc([N+](=O)[O-])cc1[N+](=O)[O-] (stereo unspecified) the results were CF NFkB inh -17.7, NR5A2 inv ag 17.6, NCOA3 inh 3.5, TRAIL sens C8 4.2, Shn3 inh set2 -1.2, LMP1 NFkB inh -7.5, COUP-TFII inh 13.9, KKLEB cytotox -2.4, NCOA1 inh -1.1, TROY NFkB inh -5.8 and TWEAK Fn14 block 0.1.
Screening O=C1C(=O)N(CC2CCCO2)C(c2ccccc2[N+](=O)[O-])/C1=C(/O)c1ccccc1 (stereo unspecified) returned CF NFkB inh 14.9, NR5A2 inv ag 4.9, NCOA3 inh -25.7, TRAIL sens C8 -8.3, Shn3 inh set2 -26.7, LMP1 NFkB inh -11.3, COUP-TFII inh -10.4, KKLEB cytotox -8.1, NCOA1 inh -6.8, TROY NFkB inh -28.5 and TWEAK Fn14 block 7.4.
N#Cc1c(C(F)(F)F)cc(Cc2ccccc2)nc1SCC(=O)NCC(=O)O was read as CF NFkB inh 13.4, NR5A2 inv ag 0.5, NCOA3 inh 2.1, TRAIL sens C8 -8.5, Shn3 inh set2 17.4, LMP1 NFkB inh -10.9, COUP-TFII inh 16.0, KKLEB cytotox -0.8, NCOA1 inh -31.9, TROY NFkB inh -3.6 and TWEAK Fn14 block 10.9.
For Cc1nc2ccccc2c2oc(C(=O)NCCCN3CCC(C)CC3)cc12 the results were CF NFkB inh -45.5, NR5A2 inv ag -34.5, NCOA3 inh -12.9, TRAIL sens C8 -10.6, Shn3 inh set2 36.4, LMP1 NFkB inh -9.1, COUP-TFII inh -31.8, KKLEB cytotox 5.5, NCOA1 inh -5.2, TROY NFkB inh -11.1 and TWEAK Fn14 block -5.1.
